# HSP90 inh: HSP90 refolding inhibition in rabbit reticulocyte lysate. inhibition, % at 5.6 µM. luciferase refolding luminescence, 3 h. hit rate 0.91% among 290,000;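 active means inhibition above the screen-wide mean plus 3 SD, computed separately per campaign, cut at about 16% in these data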;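 further: 0% = DMSO wells and 100% = 60 µM geldanamycin wells; inhibitors lower the luminescence because luciferase stays unfolded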
# AI-2 QS modul: modulates the Vibrio harveyi AI-2 quorum sensing system; Vibrio harveyi JMH597 AI-2 luminescence/OD600 ratio, 9 h; hits give low values; strain lacks LuxN and CqsS sensors; 0 = neutral-control median; activity change, % at 7.5 µM; hit rate 0.4% among 300,000; AID 2094; in the data active means activity change below about -75%, passing the limit was not always enough; inconclusive means no clear call, values can overlap the other calls;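 further: luminescence divided by OD600 gain over 9 h not by final OD600 alone; inactives centre near 13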
# HSF1 inh: HSF1 inhibition | AID 2098 | activity change, negative = inhibition, % at 7.5 µM (by protocol) | NIH3T3-HGL HSE-luciferase, MG132-induced, luminescence 8 h; hits give low values | hit rate 0.77% among 300,000;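 active means more than half of replicate wells show activity change below -50%, luminescence cut by over half; inconclusive means some wells, but at most half, below -50%; inactive means no replicate well below -50%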;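 further: luciferase reports HSF-1 transcriptional activity via heat shock element; 0% = median of DMSO wells and -100% = zero luminescence signal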
# IEC-6 cytotox: IEC-6 cytotoxicity, counter-screen for KLF5 inhibitors; luminescence viability; inhibition, % at 5 µM; hit rate 0.78% among 290,000; in the data active means inhibition above about 22%;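 further: 0% = plate median of test compound wells and 100% = cytotoxic reference compound wells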
# Platelet DG rel: platelet dense granule release activity. inhibition, %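 (compounds screened at 7.5 µM in platelet-rich plasma)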. AID 1663. human platelet-rich plasma, SFLLRN dense granule ATP release, luminescence. hit rate 0.22% among 300,000;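 active means mean replicate score, as percent of positive control, at or above 50; inconclusive means mean below 50 but at least one replicate at or above 50; inactive means mean and every replicate below 50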
# aSyn UTR inh: MLPCN primary screen, SNCA 5' untranslated region; AID 1813; hit rate 0.82% among 300,000; alpha-synuclein 5'UTR reporter, inhibitor activity; inhibition, % (tested at 7.5 µM); in the data active means inhibition above about 60%; inconclusive means no clear call, values can overlap the other calls;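 further: H4 neuroglioblastoma cells stably carrying SNCA 5'UTR luciferase fusion; 0% = DMSO wells and 100% = positive control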
# HSF-1 act: increases HSF-1 driven luciferase reporter signal; NIH3T3-HGL HSF-1 luciferase reporter, MG132, 8 h; 100% = twice DMSO control signal; activation, % at 9 µM; hit rate 1.7% among 300,000; AID 504408;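 active means mean replicate activation of at least 50% with a set share of replicates each reaching 50%; inconclusive means only one of those two conditions met; inactive means mean below 50% and too few replicates reaching it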;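 further: 0% = median of the neutral control wells and 100% = twice that signal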
# KLF5 inh: kruppel-like factor 5 inhibition; DLD-1 KLF5 promoter-luciferase reporter, luminescence; inhibition, % at 5 µM; hit rate 0.23% among 290,000; AID 1700;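 active means inhibition above a per-plate limit of that plate's mean compound inhibition plus 3 SD, cut at about 60% in these data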;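 further: 0% = DMSO wells and 100% = LY294002 at 200 µM; higher means less KLF5 promoter-driven luciferase light; inactives centre near -14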
# HDAC3 inhib: inhibitors of human histone deacetylase 3; O15379; recombinant HDAC3, fluorogenic peptide/trypsin coupled, fluorescence; inhibition, % at 8.3 µM; hit rate 0.15% among 320,000; in the data active means inhibition above about 26%, passing the limit was not always enough; inconclusive means no clear call, values can overlap the other calls
# Target sequence (O15379 whole entry, looked up): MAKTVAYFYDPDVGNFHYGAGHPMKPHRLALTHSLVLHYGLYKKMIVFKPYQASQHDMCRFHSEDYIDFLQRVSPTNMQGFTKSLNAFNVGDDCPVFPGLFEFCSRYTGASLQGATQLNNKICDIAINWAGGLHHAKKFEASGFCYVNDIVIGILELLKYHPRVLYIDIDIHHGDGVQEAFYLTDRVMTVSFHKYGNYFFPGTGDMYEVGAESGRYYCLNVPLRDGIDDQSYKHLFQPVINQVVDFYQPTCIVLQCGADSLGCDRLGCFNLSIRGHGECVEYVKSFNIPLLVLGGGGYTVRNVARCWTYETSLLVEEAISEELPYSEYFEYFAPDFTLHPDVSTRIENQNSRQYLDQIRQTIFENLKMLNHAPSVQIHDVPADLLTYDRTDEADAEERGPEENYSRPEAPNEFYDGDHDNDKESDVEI
# HIF activator: HIF pathway transcriptional activation; U2OS HRE-luciferase reporter, luminescence; normalized: DMSO 0%, desferrioxamine 100%; hit rate 0.32% among 300,000; activation, % at 7.5 µM (by protocol); AID 1910;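 active means mean activation of at least 10% of the iron chelator positive control signal, with at least half of replicates also reaching 10%; inconclusive means mean and replicate majority disagree about reaching 10%; inactive means mean and most replicates under 10%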
# * = called active by the depositor; ? = inconclusive; nt = no result given. An unsorted share of the library; about 5% have a hit in one of these screens.
Molecule	HSP90 inh	AI-2 QS modul	HSF1 inh	IEC-6 cytotox	Platelet DG rel	aSyn UTR inh	HSF-1 act	KLF5 inh	HDAC3 inhib	HIF activator
Cc1cccc(CSCCNC(=O)c2ccc(N(C)S(=O)(=O)c3ccccc3)cc2)c1	-1	15	-2	-1	5	-7	1	-43	-4	-1.8
CCN(Cc1ccccc1)S(=O)(=O)c1cc(C(=O)NCC2CCCCC2)ccc1OC	0	14	72	1	-10	5	?	-27	5	-0.7
O=S(=O)(Nc1ccc(N2CCOCC2)cc1)c1ccc(F)cc1	0	26	-9	-6	2	6	-5	-6	-4	-0.7
COC(=O)C1=CN(Cc2ccc(OC)c(OC)c2)C=C(C(=O)OC)C1c1cccc(O)c1	-4	nt	-1	1	8	36	32	-57	-58	0.7
CC(NC(=O)c1cc2ccccc2o1)c1cccs1 (stereo not drawn)	2	34	5	3	-2	-1	28	-26	4	-0.3
Cc1cc(C(=O)COC(=O)c2ccc3c(c2)NC(=O)CS3)c(C)n1CCc1ccc(Cl)cc1	2	13	4	0	3	26	18	8	4	0.0
Cc1cccc(CC(=O)NCCN2CCOCC2)c1	1	4	-8	-3	0	-7	3	-78	-1	2.0
CCC(CC)C(=O)OCC(=O)Nc1cc(OC)c([N+](=O)[O-])cc1C	8	17	0	-3	20	25	-15	3	5	-0.2
CCOC(=O)c1c(C)nc2c(c1C)/C(=N/O)CC(C)(C)C2	-1	23	-2	2	-31	27	-3	-23	10	0.2
Cc1ccc(C(C(=O)NC2CCCC2)N(Cc2ccc(F)cc2)C(=O)c2csnn2)o1 (stereo not drawn)	3	21	-7	-1	2	8	-1	-3	-7	-0.3
O=C(NCc1nc2ccccc2[nH]1)c1ccco1	6	6	-2	-6	-5	-32	-4	-25	-3	-0.1
O=C(Cc1ccccc1)NC1(O)C(=O)c2ccccc2C1=O	-4	40	5	4	-10	2	-4	4	-2	0.0
CC1CC(C)CN(CCC(=O)Nc2ccc(Br)cc2)C1 (stereo not drawn)	3	5	-6	0	-2	-15	-10	-12	-3	-0.5
O=[N+]([O-])c1cccc(CN2CCN(c3cccc4[nH]ccc34)CC2)c1	7	8	-3	-7	-8	2	-8	-34	0	0.0
O=C(Nc1ccccc1)OCCNC(=O)c1cccc(Br)c1	7	-5	1	0	1	3	1	-2	2	0.7
COc1ccc(C(=O)N2CCC(=O)N(C(CO)Cc3ccccc3)CC2)cc1 (stereo not drawn)	-5	12	0	-4	-12	-13	7	2	1	-4.3
NS(=O)(=O)c1cccc(NC(=O)c2cccc3c(Br)cccc23)c1	0	30	2	12	16	10	3	-23	-1	-4.5
COc1cc2c(cc1OC)C(C(=O)NC(C)c1ccccc1)CC(=O)N2 (stereo not drawn)	1	22	-11	1	7	7	0	-40	-3	-2.2
CCCc1nnc(NC(=O)CN2CCOCC2)s1	-2	26	-3	-3	-2	-2	6	-24	3	-0.2
Fc1cccc(Cl)c1Cn1ncc2ccccc21	0	17	-1	1	2	-23	25	-61	0	3.5
COc1ccc2oc(C(=O)OCC(=O)NCCc3ccccc3)c(C)c2c1	nt	4	1	nt	33	-2	-3	nt	-7	-0.2
CCOc1ccccc1C(=O)Nc1nnc(C(C)C)s1	-1	0	7	-4	1	-176	8	-5	-4	3.4
COc1ccc(-n2cnnc2SCC(=O)NC2CCCc3ccccc32)cc1 (stereo not drawn)	0	-3	-3	-4	-6	-3	3	-31	-10	-0.3
CCOC(=O)c1c(NC(=O)c2cccs2)sc2c1CCC2	nt	18	-4	nt	5	18	-12	nt	-1	-0.1
O=c1c2ccccc2nc2sc3ccccc3n12	3	14	nt	-2	nt	nt	nt	-36	-3	nt
O=S1(=O)N=C(c2ccccc2)c2ccccc21	nt	12	3	nt	-1	-18	-5	nt	4	0.5
CSc1nc(N)nc(SCCS(=O)(=O)c2ccc(Cl)cc2)c1C#N	0	19	2	-5	-1	-24	-2	-34	-7	-0.5
Nc1ncnc(Oc2cccc(C(F)(F)F)c2)c1[N+](=O)[O-]	2	-3	29	-2	-1	1	46	-13	-5	0.0
CCc1ccccc1NC(=O)C1CCN(C(=O)N2CCOc3ccccc32)CC1	2	20	0	1	-2	-4	-7	-17	-5	-0.1
Cc1ccc(CN2CC(C(=O)N3CC=C(c4ccccc4)CC3)CC2=O)cc1 (stereo not drawn)	-2	18	-1	-16	13	2	-7	-14	3	0.2
NC(=O)Nc1ccc(Oc2c(F)c(F)c(F)c(F)c2F)cc1	1	31	-1	-3	5	41	-6	-16	15	-0.9
Cc1c(NC(=O)/C(=C\c2ccccc2)NC(=O)c2ccccc2)c(=O)n(-c2ccccc2)n1C	0	10	-4	-8	-2	16	0	-8	9	0.3
Cc1ccc2c(c1)N(C(=O)CCC(=O)Nc1ccccc1Br)CC(C)O2 (stereo not drawn)	-1	17	4	-7	5	5	13	-11	5	-0.3
CCCCOc1ccc(C(=S)N2CCC(C(N)=O)CC2)cc1	2	15	18	-3	3	-86	13	-66	13	3.0
COc1ccc(NC(=O)c2ccc(Cl)cc2)c[n+]1[O-]	-1	26	-2	-2	9	4	-3	-18	2	-1.2
Cc1ccc(C)c(N2CCN(C(=O)c3ccc(CS(=O)Cc4ccc(Cl)cc4)o3)CC2)c1 (stereo not drawn)	-1	6	1	9	-52	19	28	-4	-3	0.0
COc1ccc(C(=O)c2ccc(Cl)c([N+](=O)[O-])c2)cc1	3	-3	-13	66*	15	39	-27	-30	1	0.4
COc1ccccc1CN1C(=O)C2CC=CCC2C1=O (stereo not drawn)	-2	5	-1	2	7	20	-11	0	-1	-0.1
CCN(CC)S(=O)(=O)c1ccc(C)c(NC(=O)CNCCN(C(C)C)C(C)C)c1	-3	19	1	-3	5	21	-6	-5	-4	0.1
CCCCc1nnc2c(N(C)S(=O)(=O)c3ccc(C)cc3)nc3ccccc3n12	1	0	-3	10	7	14	15	-12	-3	-0.1
CCOC(=O)C[C@H]1c2ccccc2S(=O)(=O)N1Cc1cccc(C(F)(F)F)c1	nt	30	4	nt	-2	11	25	nt	11	0.9
CC(C)N1CCC(N2CCN(Cc3ccc4nonc4c3)CC2CCO)CC1 (stereo not drawn)	-3	53	-1	-3	1	-5	-5	-17	1	0.1
Clc1ccc(-c2nnc3n2CCCCC3)cc1	0	10	-5	2	-1	-4	-2	-8	-7	-1.1
Cc1ccc(CCNC(=O)C2CCCN(C(=O)c3cc4sccc4n3C)C2)cc1 (stereo not drawn)	-3	35	12	3	1	-9	13	1	0	-0.2
CN(C)c1ncc(C2=C(Cl)C(=O)C(N3CCCC3)=C(Cl)C2=O)s1	-1	135	16	-19	7	-70	4	-6	6	-0.3
Cc1ccc(CNC(=O)CCNC(=O)N2CCn3c2nc2ccccc23)cc1	-5	19	2	0	3	25	1	-32	5	0.4
COCCNC(=O)C(c1ccc(O)cc1)N(Cc1ccco1)C(=O)CCC(=O)Nc1nccs1 (stereo not drawn)	-4	24	-6	-5	3	27	-15	-8	-1	-0.2
O=c1c2ccsc2ncn1Cc1ccc(Cl)cc1	1	7	9	-1	-2	23	3	-6	-6	0.3
Cn1nnnc1SCCNCc1ccncc1	5	-4	-1	5	5	9	14	20	-2	0.4
Cc1cc(C)c(NC(=O)c2oc3ccccc3c2COc2ccccc2)c(C)c1	0	-10	4	3	-15	26	3	-10	-3	0.5
CC(C)(Cc1cc(CC(C)(C)C(=O)O)cc(C(C)(C)C)c1)C(=O)O	-1	9	-6	4	7	7	4	3	-5	-0.3
O=C(Nc1ccc(-n2cccn2)cc1)C1CCN(Cc2ccccn2)CC1	2	5	-3	0	12	-4	-10	-9	6	0.2
O=C1C2C(c3ccccc3)C=CC(c3ccccc3)C2C(=O)N1c1ccncc1 (stereo not drawn)	4	14	12	7	1	15	48	11	-1	0.9
Nc1ncc(Br)cc1S(=O)(=O)NCCC(=O)NC1CCCCC1	0	-5	1	-3	12	-5	9	-24	0	-0.1
COC(=O)c1cc(C(=O)N2CCN(c3cccc(Cl)c3)CC2)cc([N+](=O)[O-])c1	1	28	-4	79*	-6	38	-16	70*	4	-0.6
Cc1ccc(/C=C/C(=O)OCc2nc(N)nc(Nc3ccccc3C)n2)o1	-2	12	-1	3	1	20	-8	-1	-2	-0.8
CCOC(=O)C1=C(c2ccccc2)N(C)C(=O)NC1c1ccc(O)c(OC)c1 (stereo not drawn)	0	12	nt	-3	1	7	nt	-31	-3	-0.4
COC(=O)CNC(=O)C(C)NC(=O)OCc1ccccc1 (stereo not drawn)	-4	18	-2	-3	-1	7	18	-15	4	-1.2
CCN1C=C(Cc2cccs2)C2=C(C1)C(c1cccs1)C(C#N)=C(N)O2 (stereo not drawn)	4	10	8	-1	-3	14	13	-3	4	0.0
COCCn1c(SCC(=O)Nc2ccc(F)cc2)nc2c(oc3ccccc32)c1=O	-2	10	1	-6	5	3	10	-16	-1	-0.2

# Other results.
Molecule	HSP90 inh	AI-2 QS modul	HSF1 inh	IEC-6 cytotox	Platelet DG rel	aSyn UTR inh	HSF-1 act	KLF5 inh	HDAC3 inhib	HIF activator
CN(C)c1ccc(S(=O)(=O)N2CCCCC2)cc1NC(=O)CN1C(=O)NC(C)(c2ccccc2)C1=O (stereo not drawn)	nt	nt	-4	nt	0	8	-1	nt	-3	-0.4
CCOC(=O)/C=c1\s/c(=C(\C#N)C(=O)NC)n(-c2ccccc2)c1=O	-1	19	5	-3	-4	-24	11	-22	1	-0.6
O=C1CCCC(=O)N1c1ccc(O)cc1	-3	12	0	-4	-2	5	14	-13	-3	0.0
Cc1ccc(NC(=O)CCc2ccc(C)o2)c(Br)c1	-1	nt	12	-3	12	-72	42	-59	-2	1.7
COc1ccc(S(=O)(=O)N2CCCN(S(=O)(=O)c3ccc(OC)c(C)c3)CC2)cc1C	1	19	-7	0	-7	8	2	10	2	nt
Cc1ccc(C(C)C)c(OCCCNCc2cccnc2)c1	2	6	4	0	6	8	14	3	1	0.0
O=C(NC1CCCC1)c1cc(-c2ccccc2Cl)on1	5	0	15	3	0	-57	35	-140	2	2.0
O=C(Nc1ccccc1)C1Cc2ccccc2CN1C(=O)c1ccco1 (stereo not drawn)	2	24	10	1	-8	-114	14	-70	-1	4.4
COc1cc(NC(=O)c2cccnc2Sc2ccc(Cl)cc2)cc(OC)c1OC	5	30	19	1	-4	9	16	-26	-2	-0.5
O=C(O)c1ccc(COc2ccccc2C=C2C(=O)c3ccccc3C2=O)cc1	-5	22	1	1	-2	-19	8	-6	-1	0.0
CC1Cc2ccccc2N1S(=O)(=O)c1ccc(Cl)nc1 (stereo not drawn)	1	19	4	0	-2	-9	1	-15	-1	0.2
CCn1c(=O)c2ccccc2n(CC(=O)NCCC2=CCCCC2)c1=O	-1	17	-2	-2	13	17	3	-3	-1	0.0
